Rv3671c protease = Rv3671c serine protease inhibitors, primary screen, biochemical, fluorescence polarization, M. tuberculosis H37Rv; P9WHR9; inhibition, % at 5.96 µM; actives 0.048% (n = 320,000); AID 2606, 2010; in the data active means inhibition above about 38%;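 further: extracellular domain of Rv3671c used as enzyme; 0% = enzyme with DMSO and 100% = no enzyme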
Target sequence (P9WHR9 whole entry, looked up, the tested form may be a part): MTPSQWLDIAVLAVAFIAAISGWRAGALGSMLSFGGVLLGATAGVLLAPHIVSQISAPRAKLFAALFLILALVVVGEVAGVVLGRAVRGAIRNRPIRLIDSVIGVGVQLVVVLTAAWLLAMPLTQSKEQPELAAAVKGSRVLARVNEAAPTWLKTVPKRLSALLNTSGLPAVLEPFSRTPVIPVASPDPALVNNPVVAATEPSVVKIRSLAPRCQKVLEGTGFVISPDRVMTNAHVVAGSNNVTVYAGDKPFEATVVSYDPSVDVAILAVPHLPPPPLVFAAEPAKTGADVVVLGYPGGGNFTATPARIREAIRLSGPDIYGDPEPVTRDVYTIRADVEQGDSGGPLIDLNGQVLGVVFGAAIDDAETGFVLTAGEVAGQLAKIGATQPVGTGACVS
DUSP3 inh = VHR1 phosphatase inhibitors, primary screen, biochemical, absorbance, uHTS; Dual specificity protein phosphatase 3 (Homo sapiens), P51452; AID 1654, 2009; actives 0.52% (n = 290,000); recombinant VHR phosphatase, pNPP absorbance; inhibition, % at 13.3 µM; in the data active means inhibition above about 50%; further: some compounds called inactive have numbers as strong as hits
Target sequence (P51452 whole entry, looked up): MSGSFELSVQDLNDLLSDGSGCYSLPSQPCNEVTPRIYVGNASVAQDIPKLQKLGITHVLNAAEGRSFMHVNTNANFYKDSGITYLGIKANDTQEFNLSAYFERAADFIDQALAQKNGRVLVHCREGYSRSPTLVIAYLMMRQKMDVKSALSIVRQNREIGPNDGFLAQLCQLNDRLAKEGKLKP
Mtb BioA inh = M. tuberculosis BioA enzyme inhibitors, primary screen, biochemical, plate reader, single point, HTS; purified M. tuberculosis BioA enzyme; inhibition, % at 9.99 µM; actives 0.096% (n = 360,000); AID 602481, 2012; in the data active means inhibition above about 40%; inconclusive means no clear call, values can overlap the other calls
UGM FP inh = M. tuberculosis UGM enzyme inhibitors, primary screen, biochemical, fluorescence polarization, single point; UDP-galactopyranose mutase (Mycobacterium tuberculosis (strain ATCC 25618 / H37Rv)), …; purified UGM, fluorescence polarization probe displacement; inhibition, % at 10 µM; actives 0.06% (n = 320,000); in the data active means inhibition above about 10%, passing the limit was not always enough; inconclusive means no clear call, values can overlap the other calls
BoNT F protease = BoNT/F light chain protease inhibitors, primary screen, biochemical, flow cytometry, MLPCN library; Botulinum neurotoxin type F light chain protease (Clostridium botulinum); Multiplex microsphere protease cleavage assay; inhibition, % at 10 µM; actives 0.22% (n = 360,000); AID 588497, 2011; in the data active means inhibition above about 35%, passing the limit was not always enough; inconclusive means no clear call, values can overlap the other calls; further: plate controls were buffer without enzyme for full effect and enzyme alone for no effect
GDH-TPI counter = GDH-TPI coupling enzyme inhibitors, primary screen, artefact control for M. tuberculosis FBA inhibitor project, biochemical, absorbance, full deck; GDH-TPI coupled enzyme counterscreen, NADH absorbance; inhibition, % at 4.8 µM; actives 1.2% (n = 360,000); AID 588335, 2011;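 further: 0% = DMSO wells and 100% = wells lacking the enzyme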
MazEF act = activators of E. coli MazEF toxin-antitoxin RNase, primary screen, biochemical, fluorescence, uHTS; activation, % at 20 µM; FAM/BHQ RNA-DNA oligo cleavage fluorescence, 5 h; Endoribonuclease toxin MazF (Escherichia coli (strain K12)), P0AE70; AID 504720, 2011; actives 0.32% (n = 350,000); in the data active means activation above about 50%
Target sequence (P0AE70 whole entry, looked up): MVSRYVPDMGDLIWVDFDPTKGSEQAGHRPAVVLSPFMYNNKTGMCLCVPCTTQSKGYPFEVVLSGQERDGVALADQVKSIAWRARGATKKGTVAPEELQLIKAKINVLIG
Mtb FBA inh = Mtb FBA enzyme inhibitors, primary screen, biochemical, fluorescence, strain H37Rv; actives 2.3% (n = 360,000); Fructose-bisphosphate aldolase (Mycobacterium tuberculosis (strain ATCC 25618 / H37Rv)), …; purified M. tuberculosis FBA, fluorescence read-out; inhibition, % at 1 µM; AID 588726, 2011; in the data active means inhibition above about 27%;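 further: 0% = vehicle and 100% = reference inhibitor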
Target sequence (P9WQA3 whole entry, looked up): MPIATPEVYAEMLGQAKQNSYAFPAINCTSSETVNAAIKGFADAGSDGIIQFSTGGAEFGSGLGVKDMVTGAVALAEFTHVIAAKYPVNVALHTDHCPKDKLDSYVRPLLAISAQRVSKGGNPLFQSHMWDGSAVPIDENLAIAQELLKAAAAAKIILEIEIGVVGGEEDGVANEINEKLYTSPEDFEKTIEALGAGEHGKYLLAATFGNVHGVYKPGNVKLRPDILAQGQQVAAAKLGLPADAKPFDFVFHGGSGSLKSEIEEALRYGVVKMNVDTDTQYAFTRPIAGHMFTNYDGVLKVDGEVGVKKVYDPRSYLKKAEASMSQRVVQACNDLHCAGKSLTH
CCHF vOTU inh = CCHFV vOTU protease inhibitors, primary screen, biochemical, Pep-AMC substrate, fluorescence. inhibition, % at 11.5 µM. Crimean-Congo hemorrhagic fever virus L polyprotein viral ovarian tumor (vOTU) protease …. actives 0.55% (n = 370,000). AID 651958, 2012; further: 0% = vehicle wells with enzyme and 100% = no enzyme wells
FadD28 binding = inhibitors of FadD28 bisubstrate probe binding, primary screen, biochemical, fluorescence polarization, single point. Mycobacterium tuberculosis FadD28 fatty-acid-AMP ligase. inhibition, % at 12.5 µM. actives 0.22% (n = 360,000); in the data active means inhibition above about 8.5%, passing the limit was not always enough; inconclusive means no clear call, values can overlap the other calls
Starred values were filed as active, the others as inactive; ? = inconclusive; / = no result given. Unless noted, no stated cut-off is given here; in the data, active means inhibition above about 30%; inactive means the rest. Hits appear at their usual frequency (roughly 4.9% active in at least one column).

SMILES	Rv3671c protease	DUSP3 inh	Mtb BioA inh	UGM FP inh	BoNT F protease	GDH-TPI counter	MazEF act	Mtb FBA inh	CCHF vOTU inh	FadD28 binding
CCN(CC)c1ccc(C2C(C(=O)OC(C)C)C(=O)CC(C)(O)C2C(=O)OC(C)C)cc1 (stereo not drawn)	-3	50	-1.0	-1.3	26	-1	-3	-3	6	0.0
CC(=O)Nc1ccc(S(=O)(=O)N2c3ccc(F)cc3CCC2C)cc1 (stereo not drawn)	-2	/	1.2	2.7	/	-2	7	-2	7	-2.4
FC(F)(F)c1nc(NCC2CCCO2)c2nnn(Cc3ccccc3Cl)c2n1 (stereo not drawn)	2	4	/	1.0	-4	2	-3	0	6	-1.5
COC(=O)c1cc(C#N)c(N2CC(C)OC(C)C2)nc1C (stereo not drawn)	-7	6	1.9	3.3	4	5	-4	35*	-8	-0.8
CN(C)CCN(C(=O)c1ccccc1Cl)c1nc2c(Cl)cccc2s1	4	3	-2.2	2.2	-14	1	5	2	0	-3.3
O=[N+]([O-])c1ccc(O)c(/C=N/NC2=NS(=O)(=O)c3ccccc32)c1	12	17	/	-2.3	41*	20	-6	-1	-15	0.1
COc1cccc(N2CCN(C(=O)c3ccc(CS(=O)Cc4ccc(C)cc4)o3)CC2)c1 (stereo not drawn)	7	18	1.6	-3.6	4	-10	6	-5	-15	-2.6
COc1ccc(-c2nn(C)c3sc(C(=O)NCc4ccco4)cc23)cc1OC	-99	4	-2.3	-0.4	-10	9	-38	-1	2	-2.9
Cc1ccccc1OCC(=O)Nc1ccc2c(c1)OCO2	-10	20	2.1	-1.1	-4	-3	14	-4	1	-1.6
COc1ccc(/C=C/C(=O)Nc2ccncc2)cc1OC	6	26	1.2	4.0	3	15	8	22	-8	-2.2
CCOc1ccccc1N(CC)C(=O)c1ccc2c(=O)n3c(nc2c1)CCCCC3	2	-9	-1.5	-0.5	-2	-2	-5	4	-6	-3.9
N#Cc1ccccc1OCC(=O)Nc1ccc2c(c1)OCCO2	3	/	-3.6	-1.5	-4	5	2	5	0	-0.2
O=C(CN1CCCCC1)Nc1ccc(Br)cc1[N+](=O)[O-]	-3	5	-0.5	3.2	-3	2	6	-1	5	-0.4
O=C(c1ccc(Cl)cc1)N1CCCC(C(=O)N2CCN(c3ccccc3)CC2)C1 (stereo not drawn)	14	30	1.8	-2.8	-8	5	2	2	-7	-1.0
COc1ccc(C(c2c(O)ccc3ccccc23)N2CCOCC2)c(OC)c1 (stereo not drawn)	-16	15	-0.6	-2.4	-9	-8	-28	2	3	-3.1
O=C(NCCN1CCOCC1)c1cc2sccc2n1Cc1ccc(F)cc1	-3	7	0.9	3.3	8	4	3	0	-11	-2.4
CCOc1ccc(NC(=O)c2ccc(N3CC4CC(C3)c3cccc(=O)n3C4)c(NC(=O)c3cccnc3)c2)cc1 (stereo not drawn)	5	25	0.3	-0.7	2	16	7	-2	0	-0.5
COc1ccc(-n2c(SCC(=O)NCC3CCCO3)nc3c(c2=O)SC(C)C3)cc1 (stereo not drawn)	-5	1	7.6	3.9	-1	16	7	3	0	-1.9
CCOC(=O)CNC(=O)CSc1nccn1Cc1ccco1	5	13	/	-0.8	1	-10	-3	3	-7	-1.8
CC(=O)C[C@@H](O)CC(=O)[C@H]1OC(=O)CCCCCc2ccccc21	2	/	-1.0	-1.0	-3	5	1	-3	7	-3.0
O=C(NCCOc1cccc(Cl)c1Cl)c1cc(-n2cnnc2)ccc1Cl	0	2	/	2.4	-11	-6	-1	-1	/	-6.1
CC(C)C(NC(=O)CCNC(=O)c1ccc([N+](=O)[O-])cc1)c1nc2ccccc2[nH]1 (stereo not drawn)	5	/	-2.1	2.0	-3	10	1	-2	-3	-2.2
NC(=O)c1ccc(NC(=O)COC(=O)CC2Sc3ccccc3NC2=O)cc1 (stereo not drawn)	-12	/	2.6	2.6	-4	-9	6	-4	-2	-0.6
O=C(O)c1cccc(N2C(=O)CSC2=S)c1	-9	26	-1.5	1.7	-4	-1	0	3	-14	-2.0
COc1cc(/C=C2\SC(N)=NC2=O)ccc1OCC(=O)Nc1ccccc1C	-21	/	3.1	0.4	6	24	43	0	25	-1.7
Cc1ccc(C)c(OCC(=O)N/N=C/c2c(C)nn(-c3ccccc3)c2Cl)c1	-18	-17	/	-1.9	/	/	/	/	2	/
CCOc1cc(CNC(C)C(O)c2ccccc2)cc(Cl)c1OCC (stereo not drawn)	-2	-8	3.8	-0.2	-9	-8	0	-1	4	-3.4
COC(=O)c1[nH]c2c(c1C)C(=O)CC(c1ccccc1)C2 (stereo not drawn)	3	-2	7.5	-0.8	-2	13	11	3	-4	-1.2
CCCN(C(=O)CSCc1ccc(Cl)cc1)c1c(N)n(Cc2ccccc2)c(=O)[nH]c1=O	2	/	-0.1	1.7	-4	-9	3	0	6	0.3
C#CCOc1c(Br)cc(/C=N\NC(=O)CN2CCOCC2)cc1OCC	6	35	0.4	2.6	-2	6	1	2	3	-3.1
CN=c1scc(-c2ccc(OC)cc2)n1/N=C(\C)c1cccnc1	5	30	/	-2.1	-10	9	4	-2	-5	0.8
CC1(C)CC(=O)C(C(=S)Nc2ccccc2)=C(NCCN2CCOCC2)C1	5	41	/	0.6	6	1	-2	-4	2	-3.6
Oc1c(C(c2ccco2)N2CCN(C(c3ccccc3)c3ccccc3)CC2)sc2ncnn12 (stereo not drawn)	-1	23	-2.6	0.8	-7	1	5	-4	4	-4.0
COc1ccc(NC(=O)Nc2ccccc2SC)cc1OC	-6	31	/	0.7	1	-1	1	-3	5	-0.2
O=C(Nc1ccc2oc(-c3ccccc3F)nc2c1)c1ccc([N+](=O)[O-])o1	/	9	-0.7	0.4	5	6	-1	2	-7	-1.5
O=C(CSc1ncnc2c1oc1ccccc12)N1CCCc2ccccc21	-13	6	0.7	0.9	-5	-3	2	-1	3	-0.3
Cc1ccc(NC(=O)c2cccc(N3C(=O)C4C5CCC(C5)C4C3=O)c2)c(C)c1 (stereo not drawn)	3	-18	/	-0.5	1	2	3	3	-8	1.0
c1ccc(SCCN2CCc3ccccc3C2)cc1	4	14	0.9	1.7	2	7	-14	4	-5	-1.7
COc1ccc(OC)c(NC(=S)N2CCN(C/C=C/c3ccccc3)CC2)c1	-10	20	/	1.7	9	7	4	-3	1	0.4
O=CN1N=C(c2ccccc2)CC1c1ccc(Cl)cc1 (stereo not drawn)	1	1	1.0	5.0	12	7	-17	-1	-7	-1.3
C/C(=N\NC(=O)CCC(=O)N/N=C(\C)c1ccc(C)o1)c1ccc(C)o1	6	/	-0.2	0.3	/	10	2	5	-8	-0.6
O=C(NCc1cccs1)C1CCCN(S(=O)(=O)c2cccs2)C1 (stereo not drawn)	0	-4	0.8	-0.8	-21	-6	-3	3	2	-2.3
Cc1ccc(OCC(=O)Nc2ccc(S(=O)(=O)N3CCCC3)cc2)cc1	3	17	-0.3	-1.6	-7	1	10	1	19	-3.3
COCC(C)NC(=O)c1nn(Cc2ccccc2)c(=O)c2ccccc12 (stereo not drawn)	-1	18	4.2	2.0	12	1	2	-4	3	-0.8
O=C(NCc1ccc(F)cc1)C1CCC(CNc2c(N3CCOCC3)c(=O)c2=O)CC1 (stereo not drawn)	2	33	/	0.3	-1	1	7	2	9	-1.5
CCOc1ccc(OCCCC(=O)O)cc1	2	2	0.9	0.8	-1	-12	4	1	0	-2.4
CCOc1ccc(NCC(=O)c2ccc(C)cc2)cc1	2	8	/	-3.3	-2	4	-11	1	8	-1.4
CCOc1ccc(NC(=O)CN(C)C(=O)c2ccc(NC3CC3)c([N+](=O)[O-])c2)cc1OCC	-2	/	/	0.0	-3	-2	-1	-4	12	-4.0
OC(COCC1COc2ccccc2O1)CN1CCN(c2ccccc2)CC1 (stereo not drawn)	-11	26	1.8	/	10	-12	3	9	8	2.8
CCOc1ccc(-c2cc(C)[n+](CCc3ccc(OC)c(OC)c3)c(-c3ccc(OCC)cc3)c2)cc1	/	-35	9.7	1.4	0	31*	14	-1	29	0.5
N#C/C(=C\c1ccc(Cl)cc1)C(=O)NC1CC1	2	/	/	-1.2	?	2	2	-1	-15	-3.0
CC(=O)Nc1ccc(S(=O)(=O)NC2(C(F)(F)F)NC(=O)N(C3CCCC3)C2=O)cc1 (stereo not drawn)	-8	5	-0.8	-1.7	-2	4	-7	0	-5	-1.1
CCOC(=O)c1sc(-c2cccc(C(F)(F)F)c2)nc1O	-2	6	/	1.4	-9	2	-10	-2	-1	0.9
CCCc1cc(=O)[nH]c(SCC(=O)N(CCOC)c2c(N)n(Cc3ccccc3)c(=O)[nH]c2=O)n1	5	/	/	/	-11	5	2	-2	3	-1.9
Nc1ncc(-c2nnnn2-c2ccc(Cl)cc2)c(-c2ccc(Cl)cc2)n1	-5	12	0.4	-0.2	-3	10	1	2	-7	-10
Clc1ccc2oc(-c3ccccc3)nc2c1	1	13	-0.9	1.1	10	5	1	2	-7	-0.8
C[C@H](NC(=O)[C@@H]1Cc2ccccc2CN1)C(=O)NC1CCCCC1	-4	53*	-1.6	-3.5	-3	9	7	2	20	0.4
Cc1cc(C(=O)N2CCc3ccccc32)n(-c2ccccc2)n1	-1	11	1.4	-1.6	-7	-1	9	2	-4	-0.7
CCOc1ccc(Oc2nc(NCC(C)C)nc(N(C)C)n2)nn1	7	-19	1.6	-0.4	4	-2	10	0	1	-0.1
CC(=O)Nc1ccc(OCC(O)Cn2cccn2)cc1 (stereo not drawn)	/	-8	-0.5	2.4	?	-8	-5	-1	1	0.8
(next part)
SMILES	Rv3671c protease	DUSP3 inh	Mtb BioA inh	UGM FP inh	BoNT F protease	GDH-TPI counter	MazEF act	Mtb FBA inh	CCHF vOTU inh	FadD28 binding
CCOc1ccc(C(=O)NCC(c2ccco2)N2CCc3ccccc3C2)cc1 (stereo not drawn)	-1	/	0.5	-1.0	-7	0	0	1	2	-3.9
CN1CCCN(C(=O)c2cccc(Cl)c2)CC1	-6	98	1.3	0.7	-27	-3	8	0	-6	0.1
COc1ccc(OCCC(=O)OCc2c(C)noc2C)cc1	-2	-6	0.1	0.6	-8	4	2	1	4	-0.2
CCC(=O)OCc1cc2cccc(C)c2[nH]c1=O	-9	-2	/	-2.1	6	20	6	7	5	1.5
CCOC(=O)c1cc2cc3ccccc3cc2oc1=O	1	17	-1.8	1.2	?	38*	8	1	5	-3.9
Cc1nc2c(ccc3c([N+](=O)[O-])cccc32)c(C)c1C	6	22	-0.6	0.3	-1	0	-16	-1	2	0.7

In the list so far, these contain two or more sulfur atoms.
SMILES	Rv3671c protease	DUSP3 inh	Mtb BioA inh	UGM FP inh	BoNT F protease	GDH-TPI counter	MazEF act	Mtb FBA inh	CCHF vOTU inh	FadD28 binding
COc1ccc(-n2c(SCC(=O)NCC3CCCO3)nc3c(c2=O)SC(C)C3)cc1 (stereo not drawn)	-5	1	7.6	3.9	-1	16	7	3	0	-1.9
O=C(O)c1cccc(N2C(=O)CSC2=S)c1	-9	26	-1.5	1.7	-4	-1	0	3	-14	-2.0
O=C(NCc1cccs1)C1CCCN(S(=O)(=O)c2cccs2)C1 (stereo not drawn)	0	-4	0.8	-0.8	-21	-6	-3	3	2	-2.3

From PubChem BioAssay
